PLK1 PBD block = inhibitors of human PLK1 polo-box domain binding; P53350; Plk1 PBD binding of FITC phosphopeptide, fluorescence polarization; Potency, µM, without a hit: max response, negative = inhibition, usual class: inhibitors; 360,000 compounds, 2.8% hits; further: potency means the concentration at half of the fitted maximal effect; series mostly up to about 57 µM; on the % scale 0 is the no-effect control and ±100 the full control effect; nearly all actives have a fitted effect of over 65% in size
Mm-Cpn inhibitor = inhibitors of Methanococcus maripaludis chaperonin (MmCpn); purified Mm-Cpn ATPase, ADP Transcreener TR-FRET; Potency, µM (series often up to 76.9 µM), without a hit: at the highest dose activity, negative = inhibition, usual class: inhibitors; 330,000 compounds, 0.031% hits; further: potency means the concentration at half of the fitted maximal effect; on the % scale 0 is the no-effect control and ±100 the full control effect; nearly all actives have a fitted effect of over 80% in size
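Quantitative HTS used 25 nM Mm-CPN and 10 uM ATP in magnesium/KCl Tris buffer, pH 7.4, with 1 mM DTT. Hydrolysis ran 30 min at 37°C; ADP was read by HTRF.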
EPAC1 agonist = agonists of human EPAC1; O95398; EPAC1 agonist qHTS, biochemical assay; response scale: 100% = response to 6.5 mM cAMP; Potency, µM (doses to about 154 µM), for the others: at the highest dose activation, usual class: activators; 360,000 compounds, 0.073% hits; AID 720707; further: potency means the concentration at half of the fitted maximal effect; nearly all actives have a fitted effect of over 60% in size
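Nucleotide exchange by EPAC1 (100 nM) on Rap1B–BODIPY-GDP (250 nM) in the presence of 50 uM GDP is tracked fluorescently at 480/540 nm over 30 min. Signals are normalized to a 6.5 mM cAMP control.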
EPAC1 antagonist = blocks human EPAC1 exchange factor; EPAC1 GEF assay, Rap1b-BODIPY-GDP exchange fluorescence; Potency, µM (titrated, usually from 115 µM), for inactives: top-dose activity change, negative = inhibition, most hits filed as inhibitors; 360,000 compounds, 0.14% hits; AID 720709;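 further: potency means the concentration at half of the fitted maximal effect; plate controls were vehicle for no effect and positive control for full effect; nearly all actives have a fitted effect of over 50% in size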
PI5P4K alpha inh = PI5P4K alpha (human) kinase inhibition. P48426. 330,000 compounds, 1.2% hits. PI5P4Kalpha enzyme, ADP-Glo luminescence, 60 min; active compounds read low. max response, %; active means max response of -50% or lower; inconclusive means between -30% and -50%; inactive means -30% or higher; further: value at the top dose of about 77 µM; on the % scale 0 is the no-effect control and ±100 the full control effect
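Luminescence from ADP-Glo served as readout of PI5P4Kalpha activity in a qHTS format. Reaction: enzyme, substrate, compound, ATP at 5 microM final, 60 min at RT.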
EPAC2 antag = EPAC2 (human) antagonism | EPAC2 GEF exchange of Rap1B-BODIPY-GDP, fluorescence | Potency, µM (titrated, usually from 114 µM), without a hit: top-dose activity, negative = inhibition, most hits filed as inhibitors | Q8WZA2 | 360,000 compounds, 0.18% hits | AID 720708; further: potency means the concentration at half of the fitted maximal effect; on the % scale 0 is the no-effect control and ±100 the full control effect; nearly all actives have a fitted effect of over 45% in size; many of its hits are not listed in these tables
CCT modulator = modulators of cytosolic chaperonin (CCT/TRiC) activity; purified chaperonin ATPase assay, HTRF ADP detection, 30 min; activity change, % (concentration not given with the values), hits read low; 360,000 compounds, 0.3% hits; AID 651819; in the data active means activity change below about -30%; further: on the % scale 0 is the no-effect control and ±100 the full control effect
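TRiC at 40 or 20 nM final (batch-dependent) in 30 mM Tris pH 7.4, 100 mM KCl, 5 mM MgCl2, 1 mM DTT, with compound at single 76 uM and 10 uM ATP, 30 min at 37 deg C. ADP detected by HTRF Transcreener, 665/615 ratio.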
WRN inhibitor = inhibitors of human WRN helicase; Q14191; WRN helicase unwinding, fluorescent forked duplex, kinetic; Potency, µM (top dose mostly 114 µM), inactives show at the highest dose activity change, negative = inhibition, actives largely listed as inhibitors; 360,000 compounds, 0.46% hits; further: potency means the concentration at half of the fitted maximal effect; on the % scale 0 is the no-effect control and ±100 the full control effect; nearly all actives have a fitted effect of over 55% in size
Target sequence (Q14191 whole entry, looked up): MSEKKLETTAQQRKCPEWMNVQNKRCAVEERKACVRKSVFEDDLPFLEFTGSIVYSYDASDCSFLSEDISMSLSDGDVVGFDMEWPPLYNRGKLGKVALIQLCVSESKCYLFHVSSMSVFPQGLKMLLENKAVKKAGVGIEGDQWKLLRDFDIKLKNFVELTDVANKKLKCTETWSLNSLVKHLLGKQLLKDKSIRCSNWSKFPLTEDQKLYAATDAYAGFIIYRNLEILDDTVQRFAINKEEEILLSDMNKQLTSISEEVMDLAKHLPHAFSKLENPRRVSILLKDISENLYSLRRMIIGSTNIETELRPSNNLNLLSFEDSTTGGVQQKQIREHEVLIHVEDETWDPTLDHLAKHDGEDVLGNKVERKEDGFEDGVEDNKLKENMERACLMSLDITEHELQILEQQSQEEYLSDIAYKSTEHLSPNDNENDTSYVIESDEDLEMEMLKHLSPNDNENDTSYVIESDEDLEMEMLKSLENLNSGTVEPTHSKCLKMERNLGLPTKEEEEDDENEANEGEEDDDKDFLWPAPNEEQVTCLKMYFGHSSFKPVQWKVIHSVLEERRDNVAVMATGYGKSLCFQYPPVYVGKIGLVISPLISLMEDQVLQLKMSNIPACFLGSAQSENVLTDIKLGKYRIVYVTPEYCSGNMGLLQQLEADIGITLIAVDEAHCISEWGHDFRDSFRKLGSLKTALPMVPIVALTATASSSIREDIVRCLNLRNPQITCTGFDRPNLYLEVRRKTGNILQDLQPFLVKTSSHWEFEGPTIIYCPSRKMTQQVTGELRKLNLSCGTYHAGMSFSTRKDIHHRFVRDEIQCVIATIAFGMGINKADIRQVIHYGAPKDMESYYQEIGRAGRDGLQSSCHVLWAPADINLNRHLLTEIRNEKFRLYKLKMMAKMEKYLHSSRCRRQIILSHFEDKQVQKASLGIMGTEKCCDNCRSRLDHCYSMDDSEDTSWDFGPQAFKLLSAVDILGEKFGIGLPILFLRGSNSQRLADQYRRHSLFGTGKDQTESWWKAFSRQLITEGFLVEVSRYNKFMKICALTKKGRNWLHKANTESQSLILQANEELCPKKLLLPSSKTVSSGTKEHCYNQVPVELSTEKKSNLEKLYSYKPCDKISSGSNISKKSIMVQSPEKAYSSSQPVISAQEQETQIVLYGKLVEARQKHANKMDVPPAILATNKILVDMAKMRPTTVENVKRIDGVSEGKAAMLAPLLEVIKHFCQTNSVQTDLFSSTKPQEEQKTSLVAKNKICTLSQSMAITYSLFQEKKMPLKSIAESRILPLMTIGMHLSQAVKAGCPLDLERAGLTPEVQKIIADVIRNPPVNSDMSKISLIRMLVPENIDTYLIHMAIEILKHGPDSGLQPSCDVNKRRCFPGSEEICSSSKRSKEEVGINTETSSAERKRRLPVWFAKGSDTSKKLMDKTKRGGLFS
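WRN at 20 nM final preincubated with compound 15 min at room temperature; reaction started with 100 nM fluorophore/quencher forked duplex oligonucleotide and 2 mM ATP final. Unwinding followed kinetically by red fluorescence (ex 525, em 598 nm).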
* marks the source's active call; other numbers are inactive results; ? = inconclusive; · = no result given; & = joins results of further samples; [ ] = remark or other dose. Unless noted, the call rests on the fitted dose curve; in most records, active means well fitted curve in the direction sought with a large enough effect; inconclusive means small, poorly fitted or top-dose-only effect, or another doubt; inactive means no such curve, though single readings can be large; an effect the other way counts as inactive or inconclusive. These rows are one share of the data; rates above refer to the full screens.

Values run as follows: EPAC1 agonist, CCT modulator, EPAC1 antagonist, PLK1 PBD block, WRN inhibitor, PI5P4K alpha inh, Mm-Cpn inhibitor, EPAC2 antag
CCOC(=O)C1CCCN(C(=O)c2ccc(-c3ccc([N+](=O)[O-])cc3)o2)C1 (stereo not given)
    -2%, 0.3, -14%, 30µM*, ?, ?, -2%, 1%
Cc1cc(OC2CCCCC2)nc(NCc2ccccc2)n1
    9%, 1.3, 4%, 0%, -2%, 12, -1%, -8%
COc1ccc2c(-c3ccccc3)cc(=S)[nH]c2c1
    -3%, 0.4, 2%, ?, -21%, -12, -10%, -3%
COc1ccccc1NC(=O)CSc1nc2nccnc2c(=O)n1Cc1cccs1
    4%, -1.3, -11%, -5%, -4%, 2, -4%, -7%
Cc1cccc(N2CCN(S(=O)(=O)c3ccc4c(c3)C(C)(C)C(=O)N4C)CC2C)c1 (stereo not given)
    10%, -1.3, ?, -4%, -11%, 1, -2%, -12%
CCN(CC)C(=O)CCC(=O)Nc1ccc(C(=O)OC)cc1
    2%, 3.2, -10%, -1%, -8%, 8, -2%, -10%
COc1ccc(C(=O)COC(=O)CCn2c(C)csc2=O)c(OC)c1
    2%, 0.9, -3%, -3%, -12%, -65*, ·, -5%
CCOc1cc(CN2CCN(C(=O)c3cccc4ccccc34)CC2)ccc1OC
    -3%, -1.0, -5%, 4%, 10%, 1, -2%, 1%
O=C1N(Cc2ccc(F)cc2Cl)c2ccccc2C12OCCCO2
    6%, 0.8, -23%, -9%, -8%, 27, 1%, ?
CC(C)c1ccc(OCc2ccc(C(=O)N(C)C)o2)cc1
    -3%, 1.7, -10%, -4%, 16%, 1, 2%, -11%
CCN1C[C@@H]2[C@@H]3C(=O)N(Cc4ccccc4)C(=O)[C@@H]3[C@](C)(C1=O)N2C(=O)c1ccc(Cl)cc1
    10%, 0.2, 0%, -5%, -6%, -2, ·, 2%
O=c1oc2ccccc2c(NC(c2ccccc2)c2ccccc2)c1[N+](=O)[O-]
    7%, 0.5, -5%, 4%&-4%, -5%[57.1 µM], 6, 0%, -10%
CN(C)CCCN1CC(=O)N2[C@@H](Cc3c([nH]c4ccccc34)C2(C)C)C1=O
    7%, -3.1, -4%, -10%, 3%, -5, 0%, 3%
O=C(Nc1ccc(Cl)cc1C(=O)N1CCCCC1)c1ccco1
    6%, -3.3, 11%, -3%, -3%, 2, -1%, -3%
CCOc1ccc(NCc2cccn2-c2nnc(N3CCC(C(=O)NCCCN4CC(C)CC(C)C4)CC3)s2)cc1 (stereo not given)
    -10%, -5.7, -16%, -13%, 6%, -1, 2%, -1%
O=C(CN1C(=O)NC2(CCc3ccccc32)C1=O)NCCc1ccccc1 (stereo not given)
    5%, 1.2, -3%, -3%, -24%, 3, 2%, 4%
CC1(C)CC(=O)C(C=NCC2CCN(C(=O)Nc3ccc(Cl)c(Cl)c3)CC2)=C(O)C1
    13%, 0.6, 7%, 4%, 6%, 2, 0%, 1%
S=C(NCc1cccs1)Nc1cccc(Cl)c1Cl
    6%, -3.4, -29%, -27%, -2%, 2, 1%, -1%
COC(=O)COc1ccc(S(=O)(=O)N2CCOCC2)cc1
    -8%, -0.6, 4%, -3%, 18%, -1, 1%, 12%
N#CCCN(C(=O)CSc1nnc(-c2ccncc2)n1C1CC1)c1ccccc1
    -1%, -0.9, 0%, -3%, 0%, 2, 0%, 14%

Retrieved by structure from the entries so far, 3 records:
Values run as follows: EPAC1 agonist, CCT modulator, EPAC1 antagonist, PLK1 PBD block, WRN inhibitor, PI5P4K alpha inh, Mm-Cpn inhibitor, EPAC2 antag
O=C1N(Cc2ccc(F)cc2Cl)c2ccccc2C12OCCCO2
    6%, 0.8, -23%, -9%, -8%, 27, 1%, ?
Cc1cccc(N2CCN(S(=O)(=O)c3ccc4c(c3)C(C)(C)C(=O)N4C)CC2C)c1 (stereo not given)
    10%, -1.3, ?, -4%, -11%, 1, -2%, -12%
N#CCCN(C(=O)CSc1nnc(-c2ccncc2)n1C1CC1)c1ccccc1
    -1%, -0.9, 0%, -3%, 0%, 2, 0%, 14%

Continuation.
Values run as follows: EPAC1 agonist, CCT modulator, EPAC1 antagonist, PLK1 PBD block, WRN inhibitor, PI5P4K alpha inh, Mm-Cpn inhibitor, EPAC2 antag
COC(=O)[C@@]12C[C@@H](CC(=O)NCc3ccc(OC)c(OC)c3)C(=O)N(Cc3ccc4c(c3)OCO4)C1=CCC(C)(C)C2
    -3%, ·, -18%, 4%, -2%, 2, ·, -18%
O=C(CCC1CCCC1)NC1CCCCC1
    -5%, 1.8, -3%, -8%, -31%[57.1 µM], 2, ?, 14%
CC(C)OCCCNc1nc2c(cnn2C)c(=O)[nH]1
    3%, -1.4, 3%, 5%, -8%, 5, ·, 10%
CC1CN(C(=O)CSc2nnc(-c3ccncc3)n2-c2ccccc2)CC(C)O1 (stereo not given)
    9%, 0.3, -7%, -5%, -10%, ·, 1%, -8%
CCN(CC(=O)Nc1cc(C)on1)CC(=O)Nc1ccccc1C(F)(F)F
    -6%, 0.7, -5%, 0%, -14%, 3, -2%, -8%
COc1ccc(Cl)cc1NC(=O)CSc1cccc[n+]1[O-]
    3%, -5.4, -2%, -10%, -24%, 8, -2%, -4%
O=C(CCNC(=O)c1ccc(Cl)cc1)NCC(c1ccco1)N1CCCC1 (stereo not given)
    1%, 0.2, 11%, -2%, 1%, -11, 1%, -1%
CC12CCC(=O)N1C(C(=O)NNC(=O)COc1ccccc1Cl)CS2 (stereo not given)
    9%, -3.2, 12%, -7%, 3%, 1, 1%, 3%
CCOc1ccc2[nH]c(C(=O)N/N=C/c3ccc(OC)cc3)cc2c1
    -20%, -0.3, -21%, ?, 2%, -6, -1%, ?
CCOC(=O)c1c2c3c(cccc3n(C)c1=O)C(=O)c1ccccc1-2
    -6%, -1.5, ?, -10%, -14%[57.1 µM], -1, -2%, ?
Cc1onc(-c2ccccc2)c1-c1n[nH]c(=S)n1-c1ccccc1Cl
    0%, -3.6, 4%, -4%, 9%, ·, -1%, 14%
Cc1c(Cc2ccc3c(c2)OCO3)sc(NC(=O)C(C)(C)C)c1C#N
    -8%, -2.3, -26%, 2%, -16%, 5, 0%, -6%
CC(C)(C)c1ccc(NC(=O)C2=CC=CN3CCS(=O)(=O)N=C23)cc1
    -4%, 0.7, 0%, -2%, -10%, 4, -2%, -9%
O=C(CN1CCN(CCC(=O)Nc2ccccc2F)CC1)Nc1ccc(Cl)cc1
    -4%, -1.4, -6%, -9%, -31%, 5, 0%, -7%
Cc1ccc(NC(=O)NC2CC(=O)N(c3ccc4c(c3)OCCO4)C2)cc1 (stereo not given)
    0%, -3.6, 4%, -2%, 4%, -4, 0%, 9%
O=C(Nc1ccccc1)c1cccnc1N1CCOCC1
    3%, 0.4, 7%, -5%, 9%, -3, -3%, 2%[57.1 µM]
CCOC(=O)c1ccccc1NC(=O)c1cccc([N+](=O)[O-])c1
    -4%, -1.4, 0%, 6%, -9%, -28, -1%, -1%
CCCCn1c(N)c(Sc2ccc([N+](=O)[O-])cc2)c(=O)[nH]c1=O
    1%, -0.4, 4%, -17%, 3%, 1, 0%, 9%
COc1ccc(NC(=O)CSC2CCCCC2)cc1
    -1%, -2.1, -8%, -4%, 4%, ·, -1%, -2%
COc1ccc(-n2ncc3c(=O)n(CC(=O)N4c5ccccc5CC4C)cnc32)cc1 (stereo not given)
    -8%, 1.6, -13%, -2%, -11%, 0, -2%, -7%

An excerpt from above, showing only WRN inhibitor and PI5P4K alpha inh:
molecule	WRN inhibitor	PI5P4K alpha inh
COC(=O)[C@@]12C[C@@H](CC(=O)NCc3ccc(OC)c(OC)c3)C(=O)N(Cc3ccc4c(c3)OCO4)C1=CCC(C)(C)C2	-2%	2
O=C(CCC1CCCC1)NC1CCCCC1	-31%[57.1 µM]	2

Next section:
Values run as follows: EPAC1 agonist, CCT modulator, EPAC1 antagonist, PLK1 PBD block, WRN inhibitor, PI5P4K alpha inh, Mm-Cpn inhibitor, EPAC2 antag
CCCCN=Cc1c(C)[nH]n(-c2ccccc2)c1=S
    0%, -0.4, 4%, -4%, 10%, -4, -2%, 2%
CC1CCCCC1Nc1ncnc2sccc12 (stereo not given)
    7%, -2.5, -1%, -11%, 12%, 5, 0%, -13%
COc1ccc(C(=O)N2CCCC(C)(C(=O)NS(=O)(=O)C3CC3)C2)c(OC)c1 (stereo not given)
    7%, 0.3, 15%, 5%, 7%, 0, ·, 26%
Cc1cc(=O)oc2cc(OCC(=O)OCC(=O)Nc3ccc4ccccc4c3)ccc12
    -4%, -1.8, -8%, 3%, 0%, -2, ?, 4%
O=C(NCc1cccnc1)C(=O)N/N=C/c1ccccc1[N+](=O)[O-]
    -4%, -0.9, -7%, -3%, -15%, 2, 0%, 7%
COc1ccccc1-c1csc(Cc2nnc3n2CCCCC3)n1
    -2%, -0.8, 8%, -20%, 3%, 2, 0%, 6%
COc1ccc(C2CC(c3cccs3)=NN2C(=O)CCCC(=O)O)cc1OC (stereo not given)
    4%, 0.4, -14%, -8%, 3%, -9, ·, -1%
COC(=O)C1=C(C(=O)OC)[C@@H]2N(C)c3ccc(OC)cc3[C@@]23C[C@@H](C(=O)OC)N(C(=O)COCc2ccccc2)C3=N1
    -2%, -0.1, -9%, -7%, -5%, 2, ·, 5%
Cc1noc(C)c1CSc1nnc2scc(-c3ccc(Cl)cc3)n12
    6%, -0.1, 14%, -4%, 3%, ·, ·, 5%
O=C(COC(=O)c1ccco1)Nc1cc(S(=O)(=O)N2CCOCC2)ccc1Cl
    9%, -2.8, -2%, -13%, 11%, -8, 2%, -10%
COC(=O)c1ccc(NC(=O)CSc2ccccc2)cc1
    5%, -0.7, -18%, 21µM*, -16%, -12, -3%, -4%
COc1ccccc1NC(=O)CN1CCC(n2nnc3cc(F)ccc32)CC1
    1%, 0.9, 2%, -2%, 12%, -4, -4%, 7%
Fc1ccc(NC(=S)NN=Cc2ccccc2Cl)cc1
    9%, 0.3, -12%, -1%, -2%, -8, ·, 8%
O=S(=O)(NCCO)c1ccc2c(c1)Cc1cc(S(=O)(=O)NCCO)ccc1-2
    1%, -6.9, 1%, 6%, 5%, 2, -1%, 5%
Cn1c(SCC(=O)NNC(=S)Nc2ccccc2)nnc1-c1ccccc1
    12%, -2.7, 1%, -4%, -1%, 1, 0%, -10%
COc1ccc(C(=O)NCc2nnc(SCC(=O)N3CCCC3)o2)cc1
    7%, -9.3, ?, -7%, 1%, -2, 2%, -5%
CSc1nnc(-c2ccco2)n1-c1ccccc1
    -3%, 0.5, -6%, 1%, -2%, 2, 0%, 3%

Screens deposited in PubChem by National Center for Advancing Translational Sciences (NCATS).
